Screening data as filed in PubChem.
Polio RdRp inh: inhibitors of poliovirus RNA polymerase binding and polymerization | P03300 | AID 588519 | % elongation, % (compound at 16.7 µg/mL) | actives 0.66% (n = 150,000) | poliovirus polymerase elongation, fluorescence polarization; stronger effect = lower value; in the data active = % elongation below about 90%; also: some results filed as inactive read as strong as hits
Target sequence (P03300 1749-2209 limits assumed): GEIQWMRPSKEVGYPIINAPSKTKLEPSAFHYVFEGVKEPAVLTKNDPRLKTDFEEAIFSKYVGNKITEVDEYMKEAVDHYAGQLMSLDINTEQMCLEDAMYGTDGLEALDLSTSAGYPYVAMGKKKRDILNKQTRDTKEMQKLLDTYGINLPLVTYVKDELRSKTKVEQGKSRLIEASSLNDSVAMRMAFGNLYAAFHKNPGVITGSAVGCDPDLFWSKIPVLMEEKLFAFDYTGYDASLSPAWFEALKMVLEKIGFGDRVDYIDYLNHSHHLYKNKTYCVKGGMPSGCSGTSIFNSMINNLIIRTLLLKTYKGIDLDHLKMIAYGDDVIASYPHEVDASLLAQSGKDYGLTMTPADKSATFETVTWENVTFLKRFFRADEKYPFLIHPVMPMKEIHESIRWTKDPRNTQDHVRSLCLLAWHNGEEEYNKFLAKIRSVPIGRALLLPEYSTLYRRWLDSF
Polio RdRp inh FP z-score: second read-out of Polio RdRp inh, no call of its own (marks repeat the call); z-score; measured here: FP z-score; hits read low
* = called active by the depositor; & = joins results of further samples.

compound	Polio RdRp inh	Polio RdRp inh FP z-score
O=C(CSc1nc2c(oc3ccccc32)c(=O)n1Cc1ccco1)Nc1cccc(Cl)c1	102.0	-0.6
Cn1c2ccccc2c2c(C(=O)N3CCCCC3)cn(C3CCCC3)c(=O)c21	102.0	0
CCOC(=O)CSc1nc2cc3c(cc2c(=O)n1Cc1ccc(C(=O)NCCc2ccc(OC)c(OC)c2)cc1)OCO3	104.0	-0.5
CCCC1CC(C)(/C(C)=N\NC(N)=S)OC1=O (configuration not stated)	102.0	0
COc1cccc2sc(NC(=O)CS(=O)(=O)c3ccc(C)cc3)nc12	102.0	-1
CC(=O)NC(=O)c1cc2ccccc2oc1=Nc1ccc(Cl)cc1	102.0	0
COC(=O)Cn1ncc2c3ccccc3n(Cc3cccc(Cl)c3)c2c1=O	104.0	0.7
O=c1[nH]c(CSCc2ccco2)nc2ccccc12	105.0	1
CCOCCn1ccc2c(OCC(=O)Nc3ccc4c(c3)OCCO4)cccc2c1=O	103.0	0.3
O=c1cc(CSc2nnc(-c3ccco3)n2Cc2ccccc2)nc2sccn12	108.0	0.2
O=C1NC2(CCN(C(=O)NCC3CCCO3)CC2)Oc2ccccc21 (configuration not stated)	100.0	-0.9
CCOc1ccc(N2C(=O)/C(=C/c3cccs3)C(=O)N(c3ccccc3)C2=S)cc1	106.0	0.7
COC(C)(C)/C=C(\N)C(=O)c1ccccc1	99.0	-0.3
CC(c1ccccc1)n1c(N)c(C#N)c2nc3ccccc3nc21 (configuration not stated)	97.0	-1.4
CCn1c(=NC(=O)CN2C(=O)c3ccccc3C2=O)sc2cccc(F)c21	105.0	0.6
Cc1cc(C)cc(NC(=O)c2sc3nc[nH]c(=O)c3c2C)c1	108.0	0
Cc1ccc2oc(=O)c3cc(C(=O)N(C)Cc4ccco4)sc3c2c1	99.0	-0.1
Cc1ccc(CNC(=O)c2cc(C)nc3c2c(C)nn3-c2ccc(C)cc2)cc1	113.0	1
O=c1c(-c2ccn(-c3ccccc3)n2)c(O)c2ccccc2n1-c1ccccc1	111.0	0.8
COCCNC(=O)CSc1nnc2[nH]c(=O)cc(C)n12	105.0	-0.5
CC(=O)Nc1nc2c(s1)C(=O)CC(C)(C)C2	104.0	0.4
COc1ccc(Cl)cc1NC(=O)COC(=O)c1cc(F)c(F)cc1Cl	102.0	0.2
Cc1ccc(C2C3=C(CC(c4ccco4)CC3=O)Nc3ncnn32)cc1 (configuration not stated)	99.0	-1
CN1CCC(=C2c3ccccc3Sc3ccccc32)CC1	101.0&99.0	0.4&-0.1
Cc1ccc(S(=O)(=O)NC(=O)Oc2ccc(-c3csnn3)cc2)cc1	104.0	0.2
Cc1cccc(C(C)C)c1NC(=O)c1ccc2c(c1)CCCN2S(C)(=O)=O	109.0	0.8
Cc1nc(N)c(C(=O)O)nc1C	101.0	0
O=C(Nc1sccc1-n1cccc1)NC1Cc2ccccc2C1	100.0	-0.5
COc1ccc(CCNCc2ccccc2)cc1	107.0	0.4
Cc1nn(CC(=O)NC2CCC(C)CC2)c(=O)c2c1sc1ccccc12 (configuration not stated)	106.0	-0.4
Cc1ccc(S(=O)(=O)N(C)c2nc3ccccc3nc2SCC#N)cc1	97.0	-0.3
O=C(OCC(=O)N1CCC(c2ccccc2)=N1)c1ccc(Br)o1	102.0	0
N#Cc1ccccc1NC(=O)CCS(=O)(=O)c1ccccc1	102.0	0
c1ccc(C2CC(c3cccs3)=Nc3nc4ccccc4n32)cc1 (configuration not stated)	97.0	-0.4
COc1ccc(N2CCN(C(=O)c3ccccc3NC(=O)c3ccccc3)CC2)cc1	103.0	0.3
O=C(O)CCNc1ccc(Br)cc1C(=O)O	96.0	-0.5
CC(=O)Oc1c(C)c(C)c2c(c1C)CCC(C)(CCCC(C)CCCC(C)CCCC(C)C)O2 (configuration not stated)	98.0	0
COc1cc(CNc2ccc3c(c2)OCCO3)ccc1OCC(N)=O	102.0	-0.3
CC(C)(C#N)Nn1cnnc1	102.0	0.1
O=C(O)Cn1nnc(-c2ccc(OCc3cccc(C(F)(F)F)c3)cc2)n1	104.0	0.3
CCN1C(=O)/C(=C\c2ccsc2)SC1=S	103.0	0.3
CC1CN(CC(=O)c2cccs2)CC(C)O1 (configuration not stated)	103.0	0.1
COC(=O)c1cc2c(ccn2-c2ccc(F)cc2)n1C(C)C	102.0	-0.1
CC12CCC(C(=O)NC3CCCCC3)(CC1=O)C2(C)C (configuration not stated)	102.0	0.4
CC1(C)Oc2ccc3ccc(=O)oc3c2C/C1=N/NC(N)=O	101.0	0.2
CCc1ccc(C2Sc3ccccc3NC3=C2C(=O)c2ccccc23)cc1 (configuration not stated)	111.0	1.2
Cc1cc(N2CCCC2)ccc1/C=C(/C#N)c1ccc(F)cc1	110.0	0.7
CSc1sc(C(=O)NN)cc1-c1nc(C)cs1	107.0	0.5
CC(C)CCNC(=O)c1cccn2c(=O)c3c4c(sc3nc12)CCCC4	102.0	0.1
Cc1nn2c(=O)cc(COC(=O)c3ccccc3NC(=O)COc3ccccc3C)nc2s1	108.0	0.3
Cc1ccc(S(=O)(=O)N(CCO)Cc2ccccc2)cc1	100.0	-0.6
COc1ccc(-c2ocnc2C(=O)Nc2ccc(F)cc2F)cc1	102.0	0.1
Brc1ccc2c(c1)C=CC2	105.0	1.2
CCn1cc(C(=O)N2CCCC2)c(=O)c2cc(S(=O)(=O)N(C)C)ccc21	102.0	0.3
COc1ccc(-n2ncc3c2ncn2nc(-c4ccc(Cl)cc4Cl)nc32)cc1	117.0	0.1
CCCCC1CCC(C(=O)N2CC(=O)Nc3ccc(Cl)cc3C2c2ccc(F)cc2)CC1 (configuration not stated)	105.0	0.1
NC(=O)c1cc2c(ccc3ccccc32)oc1=O	101.0	-0.1
Cc1ccc(NC(=O)c2ccc(CSc3ncnc4nc[nH]c34)cc2)cc1	101.0	0
COc1ccccc1C(=O)Nc1nc2ccc(S(=O)(=O)N3CCCC3)cc2s1	112.0	1
O=C(CNC(=O)c1ccccc1F)OCc1cc(=O)n2nc(C3CCCCC3)sc2n1	105.0	-0.2

The last 6 compounds of the part above open the next one:
compound	Polio RdRp inh	Polio RdRp inh FP z-score
COc1ccc(-n2ncc3c2ncn2nc(-c4ccc(Cl)cc4Cl)nc32)cc1	117.0	0.1
CCCCC1CCC(C(=O)N2CC(=O)Nc3ccc(Cl)cc3C2c2ccc(F)cc2)CC1 (configuration not stated)	105.0	0.1
NC(=O)c1cc2c(ccc3ccccc32)oc1=O	101.0	-0.1
Cc1ccc(NC(=O)c2ccc(CSc3ncnc4nc[nH]c34)cc2)cc1	101.0	0
COc1ccccc1C(=O)Nc1nc2ccc(S(=O)(=O)N3CCCC3)cc2s1	112.0	1
O=C(CNC(=O)c1ccccc1F)OCc1cc(=O)n2nc(C3CCCCC3)sc2n1	105.0	-0.2
COCc1cc(C)nc(SCC(=O)Nc2nnc(C(F)(F)F)s2)c1C#N	103.0	0.4
COc1ccc(CCNC(=O)c2ccc3c(c2)N(Cc2ccc(C)cc2)CCS3)cc1OC	102.0	-0.7
CCN(C(=O)c1cccc(S(=O)(=O)N2CCCCC2)c1)C1CCS(=O)(=O)C1 (configuration not stated)	106.0	1.3
CC1(C)[C@@H](OC(=O)CCC(=O)O)CC[C@]2(C)[C@H]3C(=O)C=C4[C@@H]5C[C@@](C)(C(=O)O)CC[C@]5(C)CC[C@@]4(C)[C@]3(C)CC[C@@H]12	101.0	0.1
CSc1cccc(NC(=O)CSc2nc3ccccc3[nH]2)c1	104.0	0.8
C[C@@H]1CC2C3CCC4=CC(=O)C=C[C@]4(C)[C@@]3(F)[C@@H](O)C[C@]2(C)[C@@]1(O)C(=O)COP(=O)(O)O (some centres not stated)	101.0	0.4
COC(=O)CCn1nc(-c2ccc(Cl)cc2)c2ccccc2c1=O	100.0	-0.4
C=CCN1C(=O)C(=O)/C(=C(\O)c2ccccc2)C1c1ccccc1Cl (configuration not stated)	102.0	-0.2
Cc1c(NC(=O)CC2(CC(=O)N3CCOCC3)CCCC2)c(=O)n(-c2ccccc2)n1C	103.0	0.2
CCCC(=O)Nc1ccc2nn(-c3ccc(CC)cc3)nc2c1	107.0	0.6
COC(=O)CN(c1ccccn1)S(=O)(=O)c1ccccc1	101.0	-0.1
CC(NC(=O)C(O)(c1ccccc1)c1ccccc1)C(=O)O (configuration not stated)	106.0	0.9
CCCCN(C)CCCNC(=O)CN1N=C(c2ccc(OC)cc2)CCC1=O	103.0	-0.5
CC1=CS(=O)(=O)CC1Sc1nc2ccccc2[nH]1 (configuration not stated)	101.0	-0.1
COc1cc(OC)c(OC)cc1CN1CCN(c2ccccc2F)CC1	100.0	0.3
COc1cc2c(cc1NC(=O)c1cccnc1)oc1ccccc12	102.0	0.2
O=C(COC(=O)C1C2CC3OC(=O)C1C3C2)Nc1ccccc1 (configuration not stated)	102.0	0.4
O=C(c1ccc(F)cc1)C1CCN(C(=O)C2CC2)CC1	100.0	-0.6
Clc1ccc2nc3c4ccccc4cnn3c2c1	101.0	0.2
CSC1=C(C#N)C(c2ccc(C)cc2)CC(=O)N1 (configuration not stated)	102.0	0
CCN(CC)CCSc1nc(O)c(C)c(=O)[nH]1	105.0	0.9
C[C@@H]1CC[C@H]2[C@@H](C)C(=O)O[C@@H]3OC4(C)CC[C@@H]1[C@]32OO4	99.0&98.0	0&0
Cc1cc(C)c(C)c(Cn2cnc3ccccc32)c1C	106.0	1.6
O=C(CSc1ccc(S(=O)(=O)N2CCCCC2)cn1)N1CCCC1	106.0	0.9
Cc1c(Cl)cccc1NC(=S)N(C1CCCCC1)C(C)c1cccnc1 (configuration not stated)	101.0	-0.4
Cc1ccc2c(c1)-c1c(cnc3cc(-c4ccc(F)cc4)nn13)CO2	105.0	0.1
CC1SC2=NNC(c3ccc(Cl)cc3)=CN2C1=O (configuration not stated)	103.0	0.1
COc1ccc(C)c2sc(NC(=O)c3ccc(S(=O)(=O)N4CCCCC4)cc3)nc12	105.0	-0.5
COC(=O)c1ccccc1N=C(C)C1=C(O)c2ccccc2C1=O	103.0	0.4
O=C(NCc1ccccc1)NCc1ccccc1	104.0	0.7
COc1cc2c(cc1OC)C(C)N(C(=O)c1cc3c(C)cc(C)cc3[nH]1)CC2 (configuration not stated)	108.0	0.5
CCOc1cc(C(=O)Nc2ccc3nc(Nc4cccc(Cl)c4)cc(C)c3c2)cc(OCC)c1OCC	106.0	0
CCOc1ccc(NC(=O)c2cnn3c(C(F)F)cc(-c4ccc(C)cc4)nc23)cc1	103.0	-0.2
NNc1nnc(-c2ccccc2)c2ccccc12	103.0	0.6
O=c1c(NCCc2ccc(Cl)cc2)nccn1-c1ccccc1	105.0	-0.3
O=c1c2ccccc2nc2c3ccccc3c(N3CCOCC3)nn12	102.0	0
CN(C(=S)NC(=O)C1CC1)c1ccccc1	98.0	-0.2
COc1ccc(CCN2C(=O)N(c3ccc(F)cc3)C(=O)C2CC(=O)Nc2ccccc2)cc1 (configuration not stated)	105.0	0
COc1cc(OC)c(CN2CCN(c3ccccc3C)CC2)cc1Br	100.0	0.1
CC1CN(C(=O)COC(=O)/C=C/c2ccc(C(F)(F)F)cc2)CC(C)O1 (configuration not stated)	103.0	-0.1

Four entries from above, as labelled records:
COC(=O)Cn1ncc2c3ccccc3n(Cc3cccc(Cl)c3)c2c1=O
  Polio RdRp inh: 104.0	Polio RdRp inh FP z-score: 0.7
O=c1[nH]c(CSCc2ccco2)nc2ccccc12
  Polio RdRp inh: 105.0	Polio RdRp inh FP z-score: 1
CCOCCn1ccc2c(OCC(=O)Nc3ccc4c(c3)OCCO4)cccc2c1=O
  Polio RdRp inh: 103.0	Polio RdRp inh FP z-score: 0.3
O=c1cc(CSc2nnc(-c3ccco3)n2Cc2ccccc2)nc2sccn12
  Polio RdRp inh: 108.0	Polio RdRp inh FP z-score: 0.2

New compounds follow:
compound	Polio RdRp inh	Polio RdRp inh FP z-score
CC(c1ccccc1)N1C(=O)c2ccccc2C1Nc1ccc(F)cc1 (configuration not stated)	103.0	0.7
CCCSc1nc2sc3c(c2c(=O)n1-c1ccc(C)cc1)CCCC3	107.0	0.5
FC(F)(F)c1cc(Cl)nc(-c2ccccc2)n1	100.0	0.2
O/N=C\c1cn(-c2ccccc2)nc1-c1ccc(Br)cc1	104.0	0.3
NC(=O)COC(=O)c1ccc(Cl)c(S(=O)(=O)N2CCCCCC2)c1	102.0	-0.2
Cc1cc(C(=O)ONC(=O)c2ccco2)nn1-c1cc(Cl)ccc1Cl	102.0	0.2
Cc1ccc2nc3c(cc(C#N)c(=O)n3-c3nnc(SCc4ccccc4Cl)s3)c(=O)n2c1	105.0	-0.3
O=C(Cc1ccccc1)NN(c1ccccc1)c1ccccc1	103.0	0.2
CCN1C(=O)c2cccc3c(NC(=O)c4cccc(OC)c4)ccc1c23	101.0	0.2
O=C(NCCCN1CCOCC1)c1cc2sc3ccccc3c2s1	96.0	-0.7
NC(=O)c1cccc(CNC(=O)c2ccccc2C(N)=O)c1	105.0	0.9
CCC(=O)OC1(c2ccccc2)C(C)CN(C)CC1C (configuration not stated)	108.0	0.5

These rows are one share of the data. The share of hits here may be higher or lower than overall.
